# FEN1 inhibitor: inhibitors of human flap endonuclease 1 | Recombinant FEN1 flap cleavage, fluorescence, 15 min | Potency, µM (titrated, usually from 114 µM), for the others: top-dose activity change, negative = inhibition, usual class: inhibitors | actives 0.35% (n = 390,000); note: nearly all actives have a fitted effect of over 65% in size
#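 Quantitative HTS format: each compound was titrated, incubated with 10 nM nuclease for 15 min at room temperature, then challenged with flap substrate at 50 nM final. Signal change over 15 min gave concentration–effect curves.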
# GCN5L2 inh: inhibitors of human GCN5L2 histone acetyltransferase; Potency, µM (doses to about 58.9 µM), for the others: at the highest dose activity change, negative = inhibition, usual class: inhibitors; actives 0.21% (n = 390,000); Q92830; GCN5L2 HAT assay, ThioGlo1 CoA-SH fluorescence
# Target sequence (Q92830 whole entry, looked up): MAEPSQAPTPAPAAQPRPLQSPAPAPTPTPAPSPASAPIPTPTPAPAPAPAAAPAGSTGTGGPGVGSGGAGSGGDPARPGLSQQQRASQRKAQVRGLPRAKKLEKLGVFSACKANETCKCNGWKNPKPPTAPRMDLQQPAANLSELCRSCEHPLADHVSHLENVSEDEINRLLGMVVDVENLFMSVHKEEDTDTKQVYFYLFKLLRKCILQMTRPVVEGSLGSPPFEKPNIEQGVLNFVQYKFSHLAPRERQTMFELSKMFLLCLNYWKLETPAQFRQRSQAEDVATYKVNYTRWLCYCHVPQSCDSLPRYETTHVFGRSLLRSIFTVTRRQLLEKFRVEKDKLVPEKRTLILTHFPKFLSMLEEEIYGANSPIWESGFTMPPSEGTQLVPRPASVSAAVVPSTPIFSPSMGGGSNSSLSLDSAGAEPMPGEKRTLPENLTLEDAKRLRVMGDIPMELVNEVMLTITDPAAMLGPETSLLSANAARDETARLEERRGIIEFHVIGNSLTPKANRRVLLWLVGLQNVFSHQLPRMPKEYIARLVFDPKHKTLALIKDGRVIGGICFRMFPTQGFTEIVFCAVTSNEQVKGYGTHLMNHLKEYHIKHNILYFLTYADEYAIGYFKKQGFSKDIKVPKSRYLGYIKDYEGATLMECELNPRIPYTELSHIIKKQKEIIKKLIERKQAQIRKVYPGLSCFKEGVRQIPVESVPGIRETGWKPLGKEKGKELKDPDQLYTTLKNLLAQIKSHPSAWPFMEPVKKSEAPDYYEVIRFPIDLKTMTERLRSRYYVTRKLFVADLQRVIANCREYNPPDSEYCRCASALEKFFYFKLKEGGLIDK
#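 Preincubate 20nM GCN5L2 with compound 15 min, RT → add 50uM ThioGlo1 + 75uM H3(1-25) + 70uM acetyl-CoA → read fluorescence 0 and 20 min. Primary qHTS; fluorescent artifacts likely.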
# N370S GC: N370S glucocerebrosidase modulation, Gaucher chaperone candidate. P04062. N370S GC spleen homogenate, 4MU-glucoside fluorescence. Potency, µM (top dose mostly 59.4 µM), for inactives: top-dose activity change, negative = inhibition, usual class: inhibitors. actives 0.092% (n = 330,000);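 note: 0% = full enzyme activity and -100% = no enzyme basal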
# * hit, by the source's call; ? = inconclusive; / = not tested or not shown; & = joins results of further samples; [ ] = dose if it differs, or a comment. Calls come from the whole dose curve; as a rule, active = well fitted curve in the direction sought with a large enough effect; inconclusive = small, poorly fitted or top-dose-only effect, or another doubt; inactive = no such curve, though single readings can be large; an effect the other way counts as inactive or inconclusive. Unless noted, % is set by controls: 0 for no effect and ±100 for the full control effect; potency is the fitted concentration of half-maximal effect.
SMILES | FEN1 inhibitor | GCN5L2 inh | N370S GC
COc1cccc(C(=O)Nc2cccc(-c3nc4ncccc4o3)c2C)c1 | 6.0% | -7.5% | -14.7%[2.35 µM]
O=C(/C=C/c1ccc(Cl)cc1)Nc1ccc(N2CCOCC2)cc1 | 1.1% | -5.3% | 2.9%
COc1ccc(Cn2ccnc2SCC(=O)Nc2ccc3c(c2)OCO3)cc1 | 10.4% | -4.8% | /
CCOC(=O)CSC1=C(C#N)C(c2sccc2C)CC(=O)N1 (centres undefined) | -2.6% | -8.0% | 2.9%
Cc1c(C(=O)Nc2ccccc2C(=O)N2CCOCC2)cccc1[N+](=O)[O-] | -2.2% | -0.2% | 7.6%
CCCS(=O)(=O)c1ncc(Cl)c(C(=O)N(Cc2ccccc2)Cc2ccco2)n1 | -0.3% | -2.9% | /
Cc1ccc(OCCCC(=O)N2CCOCC2)cc1 | 3.7% | -4.1% | -1.3%
CC1(C)Cc2c(c(N3CCOCC3)nc3sc4c(NCCN5CCOCC5)nnnc4c23)CS1 | -10.6% | -2.5% | -25.8%
CCOc1cc(NC(=O)C2CCCCC2)c(OCC)cc1NC(=O)c1ccccn1 | 7.1% | -8.6% | 3.9%
COc1ccc(C)cc1S(=O)(=O)N1CCN(C(=O)c2ncoc2-c2ccccc2C)CC1 | -0.2% | -4.8% | -0.4%
O=C(c1nc2nc(-c3ccccc3)cc(C(F)(F)F)n2n1)N1CCOCC1 | -3.7% | -6.8% | -9.7%
COc1cccc(/C=N/Nc2snc(SC)c2C#N)c1O | -15.5% | -11.4% | -7.2%
Cc1cc(C)c(NC(=O)CSc2nnc(CN3CCOCC3)n2C)c(C)c1 | 46.8%[activator] | -8.5% | 0.3%
COc1ccc(NC(=O)c2nc[nH]c2C(=O)NCc2ccccc2)cc1 | -6.0% | -6.7% | -5.2%
CCOc1ccc(-n2ccnc2SCC(=O)Nc2cc(C)ccc2C)cc1 | -4.9% | -4.0% | /
O=C(c1ccco1)N1CCCC(N2CCN(c3ccccc3F)CC2)C1 (centres undefined) | -5.9% | -9.0% | -0.1%
Cc1ccc(CN(C)C(=O)CN2C(=O)NC(c3ccccc3)(c3ccccc3)C2=O)c(C)c1 | -16.8% | -11.1% | /
CC(C)Oc1ccc(CNC(=O)Cn2nc(N3CCN(c4ccccc4)CC3)ccc2=O)cc1 | -2.3% | 1.1% | /
Cc1csc(NC(=O)CSCC(=O)Nc2ccccc2)n1 | 4.9% | -10.2% | 2.5%
CC1CCc2c(sc3ncn(Cc4ccc(C(=O)O)cc4)c(=O)c23)C1 (centres undefined) | -4.9% | -0.9% | 8.5%
COc1ccc(C(=O)NC2(C(F)(F)F)NC(=O)N(CCCc3ccccc3)C2=O)cc1OC (centres undefined) | -8.7% | -3.4% | -13.2%
Cc1cccc(-n2ccnc2CN2CCN(C3CCCC3)C(CCO)C2)c1 (centres undefined) | -11.4% | 3.1% | -5.7%
Cc1ccc(C)c(NC(=O)CN(C)C(=O)c2ccc3ncsc3c2)c1 | -0.2% | -9.4% | -14.8%
CC[N+](CC)(CC)C/C(N)=N/O | -2.1% | 0.2% | 10.1%
N#CC1=C(N)Oc2ccc3ccc(O)cc3c2C1c1cccnc1 (centres undefined) | -13.5% | -1.7% | -21.7%
Cc1[nH]n(-c2ccccc2)c(=O)c1C(C[N+](=O)[O-])c1ccc(Br)cc1 (centres undefined) | -17.1% | 3.3% | 2.3%
CC(C)CNC(CC(=O)O)c1ccccc1 (centres undefined) | 4.8% | 4.1% | 5.5%
COc1ccc(C(=O)NCCNc2nc3ccc(C)cc3cc2C#N)cc1OC | -18.3% | -5.0% | 6.9%
CC(C)OC(=O)CC(=O)c1sc2nc3c(cc2c1N)CN(C)CC3 | ? | -11.2% | -1.7%
COc1ccc(S(=O)(=O)NCc2ccncc2)cc1OC | -12.7% | -1.0% | -3.7%[2.35 µM]
COc1ccc(C)cc1Nc1nc2ccccc2c2nnc(C)n12 | 15.6% | -1.0% | /
O=C(c1ccccc1)c1ccc(N2CCOCC2)c(F)c1 | -8.0% | 1.6% | -7.5%

# The results go on:
# The line under a structure holds: FEN1 inhibitor, GCN5L2 inh, N370S GC
- CC(=O)Nc1ccc(NC(=O)/C=C/c2ccccc2)cc1
 : 48.7%[activator], -6.2%, -7.4%
- COc1ccc(O)c(C(=O)c2cnn(-c3ccc(Cl)cc3)c2)c1
 : -18.5%, -1.5%, -2.7%
- COCCNC(=O)CSc1nc(-c2ccc(OC)c(OC)c2)cc(C(F)(F)F)n1
 : 6.4%, -9.7%, 1.0%
- C[C@]12CC[C@H](O)CC1=CCC1C2CC[C@@]2(C)C1CC[C@@H]2NC(=O)CCC(=O)O (some centres undefined)
 : 2.3%, 2.0%, /
- CC1CCN(C(c2cc3cc4c(cc3[nH]c2=O)OCO4)c2nnnn2CC2CCCO2)CC1 (centres undefined)
 : 13.9%, -3.2%, 4.8%
- O=C1C2CCCN2C(c2ccccc2F)N1c1cccc(Cl)c1 (centres undefined)
 : -5.2%, -6.1%, 11.2%
- COc1cc(OC)cc(C(=O)N[C@H](C(=O)OCC(=O)c2ccc(F)cc2)C(C)C)c1
 : 16.0%, -15.5%, -7.9%
- Cc1c(C(=O)NC(C)c2ccccn2)oc2c(Cl)cccc12 (centres undefined)
 : -2.3%, 2.9%, 1.6%
- CCc1nnc(SC(CC)C(=O)Nc2cc(C)ccc2C)c2cc3occc3n12 (centres undefined)
 : -13.4%, -9.8%, /
- CN(C)S(=O)(=O)n1cc(/C=C(\NC(=O)c2ccccc2Cl)C(=O)NCCCn2ccnc2)c2ccccc21
 : -7.6%&11.3%, -3.0%&-4.1%, ?
- COc1ccc(S(=O)(=O)N2CCCCCC2)cc1NC(=O)c1c2c(nc3ccccc13)CCN(Cc1ccccc1)C2
 : -13.3%, -9.0%, -8.1%
- O=C(NCCNc1ccc(Cl)cc1[N+](=O)[O-])c1cccnc1
 : -10.9%, -1.6%, ?
- CCOC(=O)CP(=O)(c1ccccc1)c1ccccc1
 : 2.8%, -2.7%, 8.5%
- CCOC(=O)c1c(C)[nH]c(C(=O)COC(=O)CNC(=O)c2ccc(Cl)cc2)c1C
 : 7.5%, 2.1%, 0.0%
- Cc1nc(SCC(=O)O)n[nH]1
 : 12.6%, -0.3%, -3.4%
- CCOC(=O)C(=O)NCC(c1cccs1)S(=O)(=O)c1ccc(F)cc1 (centres undefined)
 : -1.1%, -1.6%, -10.1%
- O[C@@H]([C@H](O)[C@H](O)CBr)[C@H](O)CBr
 : 13.0%, 12.3%, /
- Cc1ccccc1Cn1cnc2c([N+](=O)[O-])c(C)c(C)cc21
 : -6.1%, -8.3%, 13.2%
- O=C(c1cc([N+](=O)[O-])ccc1N1CCOCC1)N1CCN(S(=O)(=O)c2ccc(F)cc2)CC1
 : 0.3%, -6.8%, -7.2%
- CC(C)c1nnc(NC(=O)c2c(O)c3cccc4c3n(c2=O)CCC4)s1
 : -1.6%, 1.3%, 1.6%
- NS(=O)(=O)c1cccc(NC(=O)C(Cc2ccccc2)NC(=O)c2ccccc2)c1 (centres undefined)
 : 3.7%, 2.5%, ?
- O=C(NC1=NCCS1)c1sc2cc(Cl)cc(Cl)c2c1Cl
 : 4.6%, -4.1%, 17.3%
- O=C(c1cc(Br)c(Br)s1)N1CCc2ccccc2C1
 : 5.8%, -3.6%, /
- O=C(CSc1nnc(-c2cccnc2)n1-c1ccccc1)NCc1ccc2c(c1)OCO2
 : 0.1%, -7.2%, 0.7%
- COc1ccc(-n2c(C)cc(C(=O)COc3ccc(C)nc3[N+](=O)[O-])c2C)cc1
 : -36.6%, -8.8%, -12.6%
- CC(C)OC(=O)CSc1nc(N)c(C#N)cc1C#N
 : -6.7%, -4.7%, 0.2%
- NC(=O)CSc1nnc(CNc2ccc(F)cc2)n1CC1CCCO1 (centres undefined)
 : -5.0%, 0.8%, -10.5%
- Cc1ccc(-c2csc3ncnc(-n4nnc5ccccc54)c23)cc1
 : -4.3%, -3.5%, 1.7%
- Cc1ccc(S(=O)(=O)NCc2ccc(C(=O)NCCN(Cc3ccccc3)C(C)C)cc2)cc1
 : -21.4%, -12.6%, -9.8%
- CCOC(=O)c1nnn(-c2nonc2N)c1-c1ccc(F)cc1
 : 1.2%, -1.2%, -0.9%
- Cc1cc(Nc2cc(Cl)cc(Cl)c2)nc(N)n1
 : 11.4%, 0.3%, -26.4%
- O=C(CCN1C(=O)c2ccccc2S1(=O)=O)NCc1ccccc1
 : 10.6%, 0.7%, -10.2%
- CCOc1ccc(NC(=O)CN(C)CC(=O)NC(C)c2ccccc2)cc1OCC (centres undefined)
 : 5.7%, -1.2%, 2.3%
- O=C(O)c1ccc(S(=O)(=O)N(Cc2cccs2)CC2CCCO2)cc1 (centres undefined)
 : 15.0%, -7.7%, -1.6%
- Cc1ccccc1NC(=O)CCC(=O)OCCCC(F)(F)C(F)(F)F
 : -8.2%, -2.4%, -3.3%
- Cc1ccc2c(CNCCc3ccc(Cl)cc3)c(C(=O)O)n(Cc3ccc(F)cc3)c2c1
 : -20.1%, -11.1%, /
- COc1cc(/C=C/C(=O)OCC(=O)N2CCc3ccccc3C2)ccc1O
 : 3.7%, -2.3%, -19.3%
- Cc1ccc(SCC(=O)OCC(=O)NCCCc2ccccc2)cc1
 : -3.2%, -20.0%, -4.2%
- Cc1cc(C)n2nc(C(=O)N/N=C/c3c4ccccc4cc4ccccc34)nc2n1
 : 44.7µM*, 32.1%[activator], 15.7%
- O=[N+]([O-])c1ccc(N/N=C2/CCCCC2c2ccccn2)cc1 (centres undefined)
 : -2.6%, -4.4%, 1.0%

# Ordered by length of the SMILES (lowest first): some entries from above.
# The line under a structure holds: FEN1 inhibitor, GCN5L2 inh, N370S GC
- Cc1cc(Nc2cc(Cl)cc(Cl)c2)nc(N)n1
 : 11.4%, 0.3%, -26.4%
- CC(C)OC(=O)CSc1nc(N)c(C#N)cc1C#N
 : -6.7%, -4.7%, 0.2%
- O=C(NC1=NCCS1)c1sc2cc(Cl)cc(Cl)c2c1Cl
 : 4.6%, -4.1%, 17.3%
- CCOC(=O)c1nnn(-c2nonc2N)c1-c1ccc(F)cc1
 : 1.2%, -1.2%, -0.9%
- Cc1ccc(-c2csc3ncnc(-n4nnc5ccccc54)c23)cc1
 : -4.3%, -3.5%, 1.7%
- O=[N+]([O-])c1ccc(N/N=C2/CCCCC2c2ccccn2)cc1 (centres undefined)
 : -2.6%, -4.4%, 1.0%
- O=C(O)c1ccc(S(=O)(=O)N(Cc2cccs2)CC2CCCO2)cc1 (centres undefined)
 : 15.0%, -7.7%, -1.6%
- CCOc1ccc(NC(=O)CN(C)CC(=O)NC(C)c2ccccc2)cc1OCC (centres undefined)
 : 5.7%, -1.2%, 2.3%
- Cc1cc(C)n2nc(C(=O)N/N=C/c3c4ccccc4cc4ccccc34)nc2n1
 : 44.7µM*, 32.1%[activator], 15.7%
- O=C(CSc1nnc(-c2cccnc2)n1-c1ccccc1)NCc1ccc2c(c1)OCO2
 : 0.1%, -7.2%, 0.7%
- NS(=O)(=O)c1cccc(NC(=O)C(Cc2ccccc2)NC(=O)c2ccccc2)c1 (centres undefined)
 : 3.7%, 2.5%, ?
- COc1ccc(-n2c(C)cc(C(=O)COc3ccc(C)nc3[N+](=O)[O-])c2C)cc1
 : -36.6%, -8.8%, -12.6%
- Cc1ccc(S(=O)(=O)NCc2ccc(C(=O)NCCN(Cc3ccccc3)C(C)C)cc2)cc1
 : -21.4%, -12.6%, -9.8%

# Additional entries
# The line under a structure holds: FEN1 inhibitor, GCN5L2 inh, N370S GC
- COc1ccc2c(C)cc(N3CCOCC3)nc2c1
 : -0.7%, -2.6%, 4.7%
- CCCCN(C(=O)NC(=O)Nc1ccc(C)cn1)S(C)(=O)=O
 : 24.7%, 2.6%, 1.2%
- CC1(C)CC(=O)C=C(NCCN2CCNCC2)C1
 : -15.9%, -1.8%, -4.3%
- CC(C)C(C(=O)Nc1nccs1)N1C(=O)c2ccccc2C1=O (centres undefined)
 : 4.1%, 0.6%, 10.6%
- CCN(C(=O)c1oc2ccc(S(=O)(=O)N3CCCCCC3)cc2c1C)c1ccccc1
 : 11.1%, -4.9%, /
- COc1ccc(/C=C/C(=O)c2ccccc2)cc1COc1ccc(F)cc1
 : -0.6%, ?, -1.7%
- CCn1ncc(Br)c1C(=O)Nc1ccc(F)cc1F
 : 4.2%, -3.5%, 2.0%
- O=C(Nc1ccccc1NC(=O)c1ccc(F)cc1)c1ccc(F)cc1
 : 3.3%, -5.1%, ?
- CN(/N=C/c1cc(Br)cc(Br)c1O)c1cccc(C(F)(F)F)n1
 : -0.9%, -10.2%, ?
- Cc1ccc(C2=NOC(=O)/C2=C\c2ccc(C)o2)cc1
 : ?, ?, 1.5%
- O=C(Nc1ccc2c(c1)OCO2)c1cccc(Cl)c1
 : -3.0%, -8.5%, -8.4%
- COC(=O)C1=C(N)Oc2cc(C)[nH]c(=O)c2C1c1ccc(Cl)cc1 (centres undefined)
 : -0.9%, -3.8%, 6.7%

# Source: PubChem
